Compound activity from PubChem BioAssay.
MC4R antagonist = blocks human MC4R cAMP signaling; MC4R-expressing cells, MTII-stimulated cAMP, LANCE TR-FRET; inhibition, % at 6.5 µM; actives 0.48% (n = 360,000); AID 540295;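 active = inhibition above its plate's cutoff, the mean of tested wells on that plate plus 3 SD, cut at about 29% in these data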;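 also: 0% = Melanotan II alone and 100% = Melanotan II plus saturating MCL0020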
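System – human MC4R-expressing U2OS cells · Also added – Melanotan II · Dosing – one concentration, 6.5 µM nominal · Timing – 30-min compound, 1-h challenge, 1-h detection, room temperature · Measured by – Eu-cAMP/anti-cAMP TR-FRET, emission 671 nm · Replicates – singlicate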
ABCB6 inh MLPCN = human ABCB6 transporter inhibition; K562-ABCB6 porphyrin accumulation, flow cytometry, 1 h; hits give low values; actives 0.19% (n = 360,000); AID 602162; fluorescence ratio to DMSO, % at 10 µM; Q9NP58;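 active = fluorescence ratio to DMSO below 75%, the collection mean minus 3 SD; inconclusive = too few cells collected in the well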;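 also: signal is porphyrin accumulated inside mitochondria; 100% equals median channel fluorescence of DMSO control wells; lower ratio means ABCB6 inhibition with less porphyrin fluorescence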
Target sequence (Q9NP58 whole entry, looked up): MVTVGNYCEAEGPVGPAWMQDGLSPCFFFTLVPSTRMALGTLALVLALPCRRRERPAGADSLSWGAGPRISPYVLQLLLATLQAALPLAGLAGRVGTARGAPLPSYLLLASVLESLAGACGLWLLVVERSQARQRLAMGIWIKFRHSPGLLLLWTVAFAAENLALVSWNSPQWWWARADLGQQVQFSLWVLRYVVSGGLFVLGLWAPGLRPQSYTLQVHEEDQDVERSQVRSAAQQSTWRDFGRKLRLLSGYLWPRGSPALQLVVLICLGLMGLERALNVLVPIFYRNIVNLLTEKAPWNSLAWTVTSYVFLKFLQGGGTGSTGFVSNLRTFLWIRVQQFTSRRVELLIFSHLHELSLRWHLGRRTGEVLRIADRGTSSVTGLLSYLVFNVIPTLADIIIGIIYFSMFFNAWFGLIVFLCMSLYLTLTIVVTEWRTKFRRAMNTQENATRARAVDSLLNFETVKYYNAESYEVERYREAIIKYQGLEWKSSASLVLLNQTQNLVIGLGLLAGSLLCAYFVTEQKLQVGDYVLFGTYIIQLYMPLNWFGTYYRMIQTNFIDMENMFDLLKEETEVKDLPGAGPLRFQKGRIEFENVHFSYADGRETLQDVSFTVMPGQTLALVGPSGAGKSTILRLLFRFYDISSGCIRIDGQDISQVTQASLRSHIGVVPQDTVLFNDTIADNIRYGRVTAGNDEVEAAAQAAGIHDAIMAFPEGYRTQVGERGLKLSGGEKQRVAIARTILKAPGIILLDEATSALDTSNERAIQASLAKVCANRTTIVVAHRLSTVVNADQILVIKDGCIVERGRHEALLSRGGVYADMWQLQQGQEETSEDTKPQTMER
aDG glyco act = alpha-DG glycosylation activation | Pro5-aDG cells, alpha-DG glycosylation AlphaScreen (IIH6); 0% Pro5, 100% B10-LARGE cell signal | activation, % at 10 µM | actives 0.22% (n = 360,000) | AID 624168;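 active = activation of at least 8% versus controls, or a plate z-score of at least 8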;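 also: Pro5 are CHO cells carrying HIG-tagged alpha-DG that lacks glycosylation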
TLR9-MyD88 inh = blocks human TLR9 binding to MyD88; actives 0.21% (n = 340,000); Q9NR96+Q99836; AID 504734; inhibition, % at 4.98 µM; CHO BLA complementation TLR9-MyD88, CCF4 FRET ratio;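 active = inhibition above the mean over all tested compounds plus 3 SD, cut at about 21% in these data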;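 also: 0% = DMSO only wells and 100% = clavulanate BLA inhibitor control wells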
Glyco luc inh = N-linked glycosylation inhibition; D54 ERlucT glycosylation luciferase reporter, 24 h; percent of 100 nM tunicamycin response; reporter increase, % at 12.5 µM; actives 0.23% (n = 360,000); AID 588692;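 active = mean luciferase reporter signal, scaled so untreated is 0 and the glycosylation-blocking control 100, at or above a set limit in every replicate; inconclusive = mean reaches the limit but not every replicate does; inactive = mean below the limit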;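 also: luciferase carries N-glycosylation sites so blocking glycosylation raises the light; 0% = median of neutral control wells and 100% = median of 100 nM tunicamycin wells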
Vif imaging = blocks HIV Vif function; HEK293T cells, Vif self-association by quenched fluorescence, imaging, 24 h; inhibition, % at 7.49 µM; actives 0.35% (n = 340,000); AID 602346; in the data active = inhibition above about 50%, passing the limit was not always enough; inconclusive = no clear call, values can overlap the other calls; inactive = below about 31%; also: some results filed as inactive read as strong as hits
ABHD5-PLIN5 inh = ABHD5-PLIN5 protein interaction inhibition; Q00G26+Q8WTS1; Split G. princeps luciferase complementation, luminescence, 4 h; inhibition, % at 4 µM; actives 0.78% (n = 360,000); AID 602281;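 active = inhibition above the mean inhibition across every tested compound plus 3 SD, cut at about 22% in these data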;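 also: 0% = DMSO only wells and the 100% control is not disclosed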
NOD2 RIPK2 PPI = blocks binding of human NOD2 to RIPK2; CHO BLA complementation NOD2-RIPK2, CCF4 ratio; inhibition, % at 4.98 µM; actives 0.38% (n = 360,000); in the data active = inhibition above about 21%;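 also: 0% = vehicle only and 100% = reference blocker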
MC4R barr agon = human MC4R agonism via beta-arrestin; P32245; U2OS MC4R beta-arrestin complementation, luminescence; percent of melanotan II response, DMSO zero; activation, % at 8.9 µM; actives 0.98% (n = 360,000); AID 540308;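 active = activation above a per-plate cutoff, the mean activation of sample wells on that plate plus 3 SD, cut at about 8% in these data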
Exocytosis inh = lytic granule exocytosis inhibition; inhibition, % at 10 µM; TALL-104 LAMP-1 surface exposure, flow cytometry; cells stimulated with thapsigargin and PMA; actives 0.66% (n = 360,000);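 active = inhibition above about 55%, limit read from the data; inconclusive = no clear call, values can overlap the other calls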
* hit, by the source's call; ? = inconclusive; . = no result given.

SMILES | MC4R antagonist | ABCB6 inh MLPCN | aDG glyco act | TLR9-MyD88 inh | Glyco luc inh | Vif imaging | ABHD5-PLIN5 inh | NOD2 RIPK2 PPI | MC4R barr agon | Exocytosis inh
Cn1c(SCC(=O)NC2CC2)nnc1-c1ccccc1Cl | -4 | 96 | -0.4 | -5 | 1 | -2 | 7 | -4 | -3.0 | -2
CCOC(=O)C1CCN(C/C=C/c2ccccc2OC)CC1 | 2 | 99 | 0.3 | 1 | 0 | 0 | -4 | -3 | -1.6 | -2
CC(C)c1ccc(S(=O)(=O)N2CCN(C(=O)C3CCN(C(=O)c4ccc(F)cc4)CC3)CC2)cc1 | -4 | 102 | 0.2 | 5 | -2 | -1 | -1 | -4 | -0.6 | -1
O=C(CSc1ccc2ccccc2c1)Nc1ccncc1 | 11 | 94 | 0.1 | 11 | 2 | . | 5 | -13 | -2.1 | -5
CC(=O)Nc1ccc(S(=O)(=O)N2CCSCC2)cc1 | 14 | 96 | 0.0 | 0 | -1 | 3 | 1 | -4 | -2.2 | 2
CCCCCn1c(=O)c2ccccc2n2c(CCl)nnc12 | 22 | 94 | 1.2 | -2 | 8 | 9 | 4 | -10 | 0.2 | -2
O=C(N/N=C\c1cccnc1)c1ccc(Cl)cc1Cl | 14 | 98 | -0.1 | 14 | 2 | -20 | -4 | -4 | -1.6 | -16
CCc1ccccc1NC(=S)N(CCN(C)C)C(C)c1cccnc1 (configuration not stated) | 0 | 96 | -0.1 | -6 | 4 | 0 | 1 | 2 | -1.6 | 2
CN(CC(=O)Nc1ccc(Cl)c(Cl)c1)C(=O)C1CCC1 | 2 | 102 | 0.8 | -1 | 1 | 17 | 8 | -8 | -1.6 | -7
O=c1oc2ccccc2n1Cc1cccc(C(F)(F)F)c1 | -5 | 98 | -0.1 | -7 | -3 | 0 | -10 | 5 | 4.0 | 0
O=C(C1CC1)N1CCc2cc(Br)cc(S(=O)(=O)N3CCN(c4ccccn4)CC3)c21 | 0 | 95 | 0.0 | 1 | 2 | 21 | 1 | -9 | -2.2 | 1
COc1ccc(CCNC(=O)CCCc2ccccc2)cc1OC | 6 | 97 | 0.0 | 0 | 2 | 3 | 3 | -2 | -2.3 | -3

Arranged by molecular weight (highest first): 3 of the compounds above
SMILES | MC4R antagonist | ABCB6 inh MLPCN | aDG glyco act | TLR9-MyD88 inh | Glyco luc inh | Vif imaging | ABHD5-PLIN5 inh | NOD2 RIPK2 PPI | MC4R barr agon | Exocytosis inh
CC(C)c1ccc(S(=O)(=O)N2CCN(C(=O)C3CCN(C(=O)c4ccc(F)cc4)CC3)CC2)cc1 | -4 | 102 | 0.2 | 5 | -2 | -1 | -1 | -4 | -0.6 | -1
CCOC(=O)C1CCN(C/C=C/c2ccccc2OC)CC1 | 2 | 99 | 0.3 | 1 | 0 | 0 | -4 | -3 | -1.6 | -2
O=c1oc2ccccc2n1Cc1cccc(C(F)(F)F)c1 | -5 | 98 | -0.1 | -7 | -3 | 0 | -10 | 5 | 4.0 | 0

(cont.)
SMILES | MC4R antagonist | ABCB6 inh MLPCN | aDG glyco act | TLR9-MyD88 inh | Glyco luc inh | Vif imaging | ABHD5-PLIN5 inh | NOD2 RIPK2 PPI | MC4R barr agon | Exocytosis inh
Cc1ccsc1C(=O)NCCc1ccc(S(N)(=O)=O)cc1 | 7 | 98 | -0.2 | -2 | -2 | 2 | -2 | 3 | 3.4 | -5
CCOC(=O)CCSc1nc(-c2ccc3c(c2)OCO3)cc(C(F)(F)F)c1C#N | 1 | 84 | 0.1 | -6 | 5 | 5 | -1 | 2 | -2.2 | -3
Cc1ccccc1OCC(=O)N/N=C/c1sc(=O)n(Cc2cccc(C(=O)O)c2)c1Cl | 16 | 91 | -0.1 | -4 | 0 | 2 | 3 | -11 | -0.4 | 2
CNC(=O)COC(=O)c1cc2c(s1)CCCC2 | 4 | 97 | 0.0 | 7 | 2 | 5 | -4 | -5 | -0.6 | -3
CN(C)Cc1cc(CCNC(=O)c2ccc(Cl)cc2)ccc1O | 16 | 101 | 0.2 | -4 | -1 | 16 | -5 | -6 | -1.6 | 1
COc1cc(/C=C/C(=O)OCC(=O)Nc2cc(S(=O)(=O)N3CCCCC3)ccc2C)ccc1O | -4 | 95 | -0.2 | -3 | 2 | 8 | -4 | 20 | -2.4 | -3
CC(=O)Oc1ccc(C(=O)[C@H]2[C@H]3C(=O)N(c4ccccc4)C(=O)[C@H]3[C@@H]3C=CC=NN32)cc1 | 3 | 107 | -0.3 | 10 | -2 | 0 | 2 | 1 | -3.8 | 10
CC/C(CC(C)(C)c1ccccc1)=N\O | -2 | 97 | -0.1 | -2 | 1 | -6 | -5 | 6 | -0.3 | -1
CC(=O)Nc1c(C)cc(OCC(=O)O)cc1C | -1 | 103 | 0.0 | -8 | 1 | -4 | 2 | -3 | -2.5 | 2
O=C(Nc1ccccc1C(F)(F)F)c1c(F)cccc1Cl | 30* | 94 | 0.1 | -5 | -1 | 4 | -2 | -2 | 1.8 | 1
CCCOc1ccc(C2c3c(oc4cc(C)c(C)cc4c3=O)C(=O)N2CCCN2CCOCC2)cc1 (configuration not stated) | 13 | 102 | 0.0 | 2 | -1 | 5 | -4 | -4 | -0.2 | 3
CCOC(=O)C1=C(NC(=O)c2ccc(Br)o2)Nc2ccccc2N=C1 | 2 | 101 | 0.3 | -1 | 8 | -1 | 0 | -1 | -3.2 | 1

Shown with values under each structure: entries from further up
Sequence of screens – MC4R antagonist | ABCB6 inh MLPCN | aDG glyco act | TLR9-MyD88 inh | Glyco luc inh | Vif imaging | ABHD5-PLIN5 inh | NOD2 RIPK2 PPI | MC4R barr agon | Exocytosis inh
> CC(=O)Nc1c(C)cc(OCC(=O)O)cc1C
→ -1 | 103 | 0.0 | -8 | 1 | -4 | 2 | -3 | -2.5 | 2
> Cc1ccccc1OCC(=O)N/N=C/c1sc(=O)n(Cc2cccc(C(=O)O)c2)c1Cl
→ 16 | 91 | -0.1 | -4 | 0 | 2 | 3 | -11 | -0.4 | 2
> O=C(Nc1ccccc1C(F)(F)F)c1c(F)cccc1Cl
→ 30* | 94 | 0.1 | -5 | -1 | 4 | -2 | -2 | 1.8 | 1
> CCOC(=O)CCSc1nc(-c2ccc3c(c2)OCO3)cc(C(F)(F)F)c1C#N
→ 1 | 84 | 0.1 | -6 | 5 | 5 | -1 | 2 | -2.2 | -3
> CN(C)Cc1cc(CCNC(=O)c2ccc(Cl)cc2)ccc1O
→ 16 | 101 | 0.2 | -4 | -1 | 16 | -5 | -6 | -1.6 | 1

The list continues.
SMILES | MC4R antagonist | ABCB6 inh MLPCN | aDG glyco act | TLR9-MyD88 inh | Glyco luc inh | Vif imaging | ABHD5-PLIN5 inh | NOD2 RIPK2 PPI | MC4R barr agon | Exocytosis inh
C#CCOCCOCCOCCNc1nc(N2CCN(C(=O)[C@H](CCC(=O)O)n3cc([C@@H](N)CCCCN)nn3)CC2)nc(N2CCN(C(=O)[C@H](CCCCN)n3cc([C@@H](N)CC(N)=O)nn3)CC2)n1 | 11 | 102 | -0.1 | -1 | 3 | 18 | 7 | -13 | 2.4 | 59*
COc1cc(NC(=O)c2cccc(Cl)c2)ccc1NC(=O)c1cccs1 | 2 | 96 | 1.1 | -3 | -4 | -3 | -1 | -2 | -1.5 | -1
CN(C(=O)COC(=O)c1cc(-c2ccccc2Cl)nc2ccccc12)C1CCS(=O)(=O)C1 (configuration not stated) | 2 | 96 | 0.5 | 15 | -1 | 7 | 1 | -11 | 0.3 | -4
COc1ccc(CCN2CC(C(=O)NCCc3ncccc3C)CCC2=O)cc1 (configuration not stated) | 8 | 87 | 0.1 | -1 | 2 | -2 | 2 | -11 | 0.9 | 6
COc1cccc(NC(=O)CN(C)CC(=O)Nc2ccc(Br)cc2)c1 | 6 | 93 | -0.1 | 5 | 5 | 4 | 4 | -7 | -0.7 | -6
O=C(c1ccco1)N1CCN(C(c2ccccc2F)c2nnnn2Cc2cccs2)CC1 (configuration not stated) | 22 | 98 | -0.1 | -7 | -1 | -7 | 2 | 6 | 4.1 | -3
O=S(=O)(c1ccc(Br)cc1)n1c(Cc2ccccc2)nc2ccccc21 | 3 | 97 | 0.4 | 8 | 1 | 4 | -7 | -3 | -0.1 | 2
Cn1c(=O)c2c(nc(CN3CCN(C(c4ccccc4)c4ccccc4)CC3)n2CC(N)=O)n(C)c1=O | 9 | 106 | 0.2 | 4 | 0 | ? | -3 | -2 | 2.4 | 1
O=C(C(=O)N1CCCCC1)c1c(-c2ccccc2)[nH]c2ccccc12 | 6 | 100 | -0.3 | -4 | -1 | -4 | 3 | -2 | -1.2 | -5
CC(=O)N1NC(=Nc2ccccc2)SC1(C)C | 2 | 93 | 1.6 | 5 | -2 | -11 | 3 | 8 | -0.4 | -2
Cc1ccc(CNC(=O)CSc2nc3ccccc3[nH]2)cc1 | 7 | 105 | -0.1 | -6 | 0 | -3 | -9 | -1 | 1.5 | -3
Cc1cc(C)c(NS(=O)(=O)c2c(C(=O)N3CCOCC3)c(C)n(C)c2C)c(C)c1 | 3 | 101 | -0.1 | 4 | 1 | -9 | -3 | -7 | -0.6 | 2
CCC(C)NC(=O)CN1C(=O)C(CC)Sc2ccccc21 (configuration not stated) | -7 | 99 | 0.2 | -7 | 2 | 0 | -4 | -8 | -1.7 | -2
COc1cc(OC)cc(-c2nn[nH]n2)c1 | -2 | 95 | -0.4 | 4 | 4 | -18 | 1 | -6 | -3.5 | 0
Cc1ccc(/C=C/C(=O)Nn2cnnc2)cc1 | -11 | 98 | -0.1 | -5 | -5 | 4 | 11 | -1 | -2.7 | 0
CC/C(=N\NC(=O)c1ccc2c(c1)OCO2)c1ccccc1 | 0 | 97 | 0.2 | -10 | 0 | 14 | -4 | -3 | -1.9 | -1
O=C(COc1cccc(C(F)(F)F)c1)Nc1cccc(S(=O)(=O)NC2=NCCCCC2)c1 | 8 | 100 | 0.0 | 0 | -1 | 11 | -5 | -5 | -1.2 | -2
COc1ccc(-n2c(-c3ccc(Cl)cc3)c[n+]3c2CCc2ccccc2-3)cc1 | 2 | 92 | -0.1 | 0 | 4 | -11 | 8 | -6 | -2.6 | 1

Some of the compounds tested (hit frequency here may not be typical).
